GalR3 antag: blocks the human galanin receptor 3; AID 651719; O60755; 0.44% of 360,000 active; HEK293 GalR3-CNG cAMP membrane potential fluorescence; galR3 body fused to GalR1 C-terminus; inhibition, % at 3 µM;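 active means inhibition above the screen-wide average plus 3 SD, cut at about 13% in these data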;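 further: forskolin and galanin both at EC90 stimulate the cells; cAMP rise reported by CNG channel membrane potential dye signal; 0% = forskolin plus galanin with DMSO and 100% = forskolin alone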
OXTR agonist: human OXTR agonism. P30559. CHO-OTR cells, Fluo-8 calcium fluorescence; normalized: DMSO 0%, oxytocin 100%. activation, % at 3 µM. 0.32% of 320,000 active. AID 2435;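 active means activation above the mean of all tested compounds plus 3 SD, cutoff set per screening run, cut at about 20% in these data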;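 further: peak over basal fluorescence ratio from a 100 s FLIPR kinetic read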
Target sequence (P30559 whole entry, looked up): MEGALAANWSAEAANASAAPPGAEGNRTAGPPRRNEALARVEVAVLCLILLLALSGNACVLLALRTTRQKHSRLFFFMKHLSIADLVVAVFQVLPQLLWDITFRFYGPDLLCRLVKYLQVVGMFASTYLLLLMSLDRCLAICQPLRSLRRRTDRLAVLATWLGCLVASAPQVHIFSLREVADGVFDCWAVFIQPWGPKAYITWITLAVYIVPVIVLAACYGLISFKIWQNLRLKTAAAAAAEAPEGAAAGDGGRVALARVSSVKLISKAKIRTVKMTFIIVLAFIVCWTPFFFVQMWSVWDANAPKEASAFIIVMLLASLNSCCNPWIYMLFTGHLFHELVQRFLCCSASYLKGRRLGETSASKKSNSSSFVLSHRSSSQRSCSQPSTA
MEKK2 mut-MEK5: signal of MEK5 binding to mutant human MEKK2 PB1 domain. AID 1530. 0.35% of 290,000 active. percent response, % at 10 µM. bead flow cytometry, Alexa488-MEK5 binding to MEKK2 mutant; in the data active means percent response above about 24%, passing the limit was not always enough; further: inactives centre near 1; some results filed as inactive read as strong as hits; reference of the scale not given here
V1aR counter: counter-screen for oxytocin receptor agonists: human V1a receptor agonists; P37288; 0.25% of 320,000 active; CHO-V1R cells, Fluo-8 calcium fluorescence, agonist mode; 0% DMSO, 100% 3 nM vasopressin; activation, % at 3 µM;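 active means activation above the mean activation of all tested compounds plus 3 SD, per screening run, cut at about 20% in these data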;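 further: signal is peak over basal fluorescence ratio across a 100 second FLIPR read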
MEKK3 PB1 HTS: modulators (inhibitors or enhancers) of MEK5 binding to human MEKK3 PB1 domain | binding response (% of control), % at 10 µM | bead-based flow cytometry, Alexa488-MEK5 binding to MEKK3; actives lie on both sides; 0 = blocked by unlabeled MEK5, 100 = vehicle | AID 1529 | Q99759 | 1.4% of 290,000 active;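 active means binding response more than 3 SD above or below the average of its plate-row segment, actives on both sides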;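 further: Alexa488 bead fluorescence after subtracting the streptavidin-only scavenger bead signal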
NALP1 yeast inh: NALP1 inhibition; S. cerevisiae NALP1/ASC/caspase-1 growth, X-gal OD620, 72 h; inhibition, % at 10 µM; 0.61% of 280,000 active; AID 2071; in the data active means inhibition mostly above about 24%, no sharp cut-off; inactive means mostly below about 32%; further: some compounds called inactive have numbers as strong as hits
PHOSPHO1 block: blocks human PHOSPHO1 phosphatase activity | 1.1% of 290,000 active | Q8TCT1 | inhibition, % at 13.3 µM | recombinant PHOSPHO1, absorbance phosphatase assay | AID 1565; in the data active means inhibition above about 60%
Target sequence (Q8TCT1 whole entry, looked up): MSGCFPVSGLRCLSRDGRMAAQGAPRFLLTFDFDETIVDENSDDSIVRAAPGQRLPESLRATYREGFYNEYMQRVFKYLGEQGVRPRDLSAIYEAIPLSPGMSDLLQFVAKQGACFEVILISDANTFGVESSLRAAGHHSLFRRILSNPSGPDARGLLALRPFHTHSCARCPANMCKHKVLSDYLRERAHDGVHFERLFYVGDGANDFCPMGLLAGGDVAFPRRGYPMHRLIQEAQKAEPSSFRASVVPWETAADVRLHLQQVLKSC
GPR7 antag: antagonists of human GPR7 (neuropeptides B/W receptor 1) | P48145 | GPR7-expressing cells, fluorescence antagonist assay | inhibition, % at 4.4 µM | 1.1% of 290,000 active | AID 1861; in the data active means inhibition above about 16%, passing the limit was not always enough;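 further: cells stimulated with the agonist NPW; 0% = agonist with vehicle and 100% = vehicle without agonist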
Target sequence (P48145 whole entry, looked up): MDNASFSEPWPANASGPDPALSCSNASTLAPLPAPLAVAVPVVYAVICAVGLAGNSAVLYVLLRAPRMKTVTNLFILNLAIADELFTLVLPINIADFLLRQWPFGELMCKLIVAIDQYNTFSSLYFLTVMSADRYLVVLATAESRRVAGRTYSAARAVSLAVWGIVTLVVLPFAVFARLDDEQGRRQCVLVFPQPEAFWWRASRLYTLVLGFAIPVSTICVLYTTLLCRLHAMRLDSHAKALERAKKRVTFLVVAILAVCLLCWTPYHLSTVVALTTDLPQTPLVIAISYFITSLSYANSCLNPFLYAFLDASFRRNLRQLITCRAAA
MEKK2wt PB1 HTS: raises or lowers MEK5 binding to wildtype human MEKK2 PB1 domain. binding response (% of control), % at 10 µM. bead flow cytometry, Alexa488-MEK5 binding to MEKK2 WT; actives lie on both sides. 1.1% of 290,000 active. AID 1531. Q9Y2U5; in the data active means binding response below about 67% or above about 130%
* hit, by the source's call; x = no result given.

SMILES | GalR3 antag | OXTR agonist | MEKK2 mut-MEK5 | V1aR counter | MEKK3 PB1 HTS | NALP1 yeast inh | PHOSPHO1 block | GPR7 antag | MEKK2wt PB1 HTS
O=C(NC1CCCN(c2ccc(C(F)(F)F)cn2)C1)c1ccncc1 (configuration not stated) | 2 | -1.5 | 5 | -0.5 | 101 | 2 | 9 | -7 | 103
COC(=O)C1=CN(Cc2cccs2)C=C(C(=O)OC)C1c1ccc(OC)cc1OC | -6 | -1.5 | -4 | -1.0 | 118 | 10 | 12 | 0 | 97
Clc1ccccc1Cc1noc(CN2CCCCC2CCc2ccccn2)n1 (configuration not stated) | -6 | -1.3 | 7 | 2.1 | 98 | -9 | 31 | -10 | 99
CSCCCNC(=S)Nc1ccc(N2CCOCC2)cc1 | 3 | 0.1 | -16 | 1.2 | 96 | -3 | 2 | 3 | 94
CCOc1ccc(N(C)S(=O)(=O)c2ccc(C)c(C(=O)OCC(=O)c3c[nH]c4ccccc34)c2)cc1 | -4 | -0.4 | 0 | -1.1 | 116 | -7 | 48 | -9 | 108
CC(=O)Nc1cccc(NC(=S)Nc2ccc(F)c(Cl)c2)c1 | -1 | 6.3 | 3 | 1.4 | 100 | 1 | 39 | 0 | 105
Cc1cccc(C)c1NS(=O)(=O)c1cc2c3c(c1)CC(=O)N3CCC2 | -4 | 0.6 | 0 | 0.8 | 98 | -4 | 47 | -7 | 97
Fc1ccc(NC(=S)Nc2ccccc2Cl)cc1 | -2 | -0.1 | 0 | 1.4 | 96 | 15 | -43 | -5 | 104
CCC(=O)Oc1ccc(-c2cnc3ccccc3n2)cc1 | 0 | -0.1 | 5 | -0.1 | 103 | 12 | -13 | -4 | 104
Cc1cc(C(=O)CSc2cccc[n+]2[O-])c(C)n1-c1ccc(OC(F)F)cc1 | -5 | 11 | 1 | 5.7 | 97 | x | 16 | -9 | 99
N#C/C(C(=O)Oc1ccccc1)=C1\C=CC=CN1 | 2 | -0.6 | 5 | -0.2 | 101 | 10 | 1 | -5 | 102
Cc1cc(C)c2[nH]c(=O)c(C(c3nnnn3Cc3ccc4c(c3)OCO4)N3CCCCC3)cc2c1 (configuration not stated) | -1 | -1.6 | 9 | -0.7 | 108 | -11 | -4 | x | 100
COc1cccc(CNn2cn[nH]c2=S)c1OCc1ccccc1 | 2 | -0.6 | -2 | -0.1 | 103 | 8 | 3 | -7 | 101
Cc1ccc(C(=O)Nc2cccc(NC(=O)c3ccc(C)o3)n2)o1 | -6 | -1.4 | 1 | 0.5 | 98 | 26 | x | -11 | 108
O=C(c1cc(-c2cccc(O)c2)on1)N1CCOCC1 | x | -0.1 | 8 | 2.2 | 114 | 17 | -38 | -10 | 115
C=CCN1C(=O)/C(=C2/Sc3ccc(OC)cc3N2C)SC1=Nc1ccc(OC)cc1 | 6 | -0.9 | -5 | 0.4 | 100 | 12 | -79 | -15 | 95
O=C1c2cccnc2C(=O)N1Cc1ccc(F)cc1S(=O)(=O)NCc1ccco1 | 4 | 0.5 | -2 | -0.2 | 97 | 20 | -18 | 0 | 97
COc1cccc(CN(CC2CCCO2)S(=O)(=O)c2ccc(S(=O)(=O)NCC3CCCO3)cc2)c1OC (configuration not stated) | -2 | 0.3 | -14 | -0.3 | 80 | 24 | 28 | 0 | 84
COCCNC(=O)c1cc(C(=O)CC(C)C)c[nH]1 | 0 | 1.6 | 2 | 0.9 | 97 | -7 | 29 | -8 | 102
COc1ccc(Cn2nnnc2CN2CCC(O)(c3ccc(F)cc3)CC2)cc1 | -6 | 2.0 | 0 | 1.3 | 100 | -8 | 45 | 8 | 97
CCCCCCC1NC(C(=O)O)CS1 (configuration not stated) | -4 | 1.0 | 0 | 1.1 | 100 | 32 | 26 | -9 | 100
CCOc1ccc(NC(=O)N2CCC(n3c(=O)[nH]c4ccccc43)CC2)cc1 | x | -0.9 | 3 | 0.3 | 99 | -13 | -3 | x | 92
O=C(Nc1ccc(Cl)c(S(=O)(=O)Nc2ccccc2Cl)c1)c1cccs1 | -12 | 0.7 | -1 | 5.1 | 101 | 32 | -5 | -4 | 108
CCc1ccc(N2CC(C(=O)Nc3nccs3)CC2=O)cc1 (configuration not stated) | 0 | 0.6 | -8 | 0.8 | 87 | 35 | -19 | -9 | 93
Cc1cc(Cl)ccc1OCC(=O)N1CCN(c2ncccn2)CC1 | 1 | -0.6 | -1 | 0.4 | 97 | -13 | 58 | 24* | 93
N#Cc1c(N2CCOCC2)nc(N)c2c(N)nc3c(c12)CC(CCl)O3 (configuration not stated) | -2 | -0.3 | -10 | -1.3 | 93 | 16 | 24 | -9 | 92
O=C(Cc1cccc(C(F)(F)F)c1)Nc1cccc(S(=O)(=O)N2CCCC2)c1 | -1 | -0.1 | 6 | 5.5 | 101 | 0 | 19 | 0 | 103
Cc1[nH]c2ccc(Cl)cc2c(=O)c1CN1CCCC1 | -1 | -0.3 | -13 | 0.9 | 104 | -17 | -1 | -11 | 90
CC(CC1CC(C)(C)OC1=O)C(=O)Nc1ccc([N+](=O)[O-])cc1 (configuration not stated) | -6 | 0.7 | 14 | 3.8 | 99 | 17 | -19 | -2 | 101
Cn1c(Cc2cccc3ccccc23)nnc1SCC(=O)N1CCN(c2ccccc2)CC1 | -5 | -0.5 | -5 | 0.0 | 97 | 1 | -63 | 5 | 90
CN(CCC#N)C(=O)COC(=O)/C=C/c1cccs1 | 8 | 0.2 | 2 | -1.4 | 100 | 10 | 12 | -12 | 99
Clc1ccc(-c2ccc(SCc3ccccn3)nn2)cc1 | -5 | -1.8 | 4 | 0.1 | 106 | 1 | 58 | 19 | 103
Cc1ccc(C(C(=O)NCc2ccccc2)N(C(=O)c2ccccn2)c2ccccc2)o1 (configuration not stated) | 4 | 3.1 | -2 | 8.0 | 102 | 10 | 46 | 1 | 94
Cc1nnc(SCCCn2c(N3CCN(c4ccccc4)CC3)nc3c2c(=O)[nH]c(=O)n3C)s1 | 1 | -0.4 | -2 | 1.1 | 99 | -6 | 4 | -12 | 102
COCCNC(=O)c1cn(Cc2c(F)cccc2Cl)nn1 | -3 | 1.0 | x | 0.6 | x | 4 | 41 | 6 | x
COc1ccc(C(=O)NC(Cc2ccc(OC(=O)c3ccc(OC)cc3)cc2)C(=O)O)cc1 (configuration not stated) | -1 | 0.9 | -1 | 0.3 | 94 | -3 | 22 | 0 | 97
COC(CNC(=O)C1CCCN(S(=O)(=O)c2c(C)noc2/C=C/c2cccs2)C1)OC (configuration not stated) | 3 | 1.3 | 0 | 4.4 | 100 | 14 | -13 | -6 | 100
Cc1ccc(-c2csc3nc(CSc4nnc(-c5ccc(Cl)cc5)n4C)[nH]c(=O)c23)cc1 | 1 | -1.8 | 1 | -1.1 | 102 | 30 | 2 | -3 | 102
CCOC(=O)C(NCCc1ccccc1)(NC(C)=O)C(F)(F)F (configuration not stated) | 1 | -0.4 | -4 | 0.8 | 89 | 22 | 3 | -5 | 93
O=C(OCc1nnn(Cc2ccccc2)c1-c1c(COC(=O)c2ccccc2)nnn1Cc1ccccc1)c1ccccc1 | x | 2.6 | 2 | 4.3 | 109 | 13 | 48 | x | 79
CCc1nc(SCC(=O)c2ccccc2)c2ccccc2n1 | -4 | -1.9 | -10 | -1.5 | 102 | 11 | 41 | 1 | 88
CC1CN(Cc2nc3c(c(=O)[nH]c(=O)n3C)n2CCN2CCOCC2)CC(C)O1 (configuration not stated) | -2 | 1.7 | 9 | 0.8 | 110 | -3 | 16 | -12 | 112
CCc1c(C(=O)NC2CCCC2)csc1C | -5 | -1.5 | 6 | -1.0 | 103 | 39 | 33 | -13 | 106
CC(C)(C)c1ccc(C(=O)Nc2nnc(SCC(=O)NCC3CCCO3)s2)cc1 (configuration not stated) | -1 | 0.5 | 3 | 1.9 | 102 | 16 | 18 | -6 | 100
O=S(=O)(NC1CCCc2ccccc21)c1cnc[nH]1 (configuration not stated) | -5 | 1.0 | 0 | 1.0 | 103 | 6 | -23 | -3 | 103

Part of the list above in order of number of heavy atoms, rising:
SMILES | GalR3 antag | OXTR agonist | MEKK2 mut-MEK5 | V1aR counter | MEKK3 PB1 HTS | NALP1 yeast inh | PHOSPHO1 block | GPR7 antag | MEKK2wt PB1 HTS
CCc1c(C(=O)NC2CCCC2)csc1C | -5 | -1.5 | 6 | -1.0 | 103 | 39 | 33 | -13 | 106
O=C(c1cc(-c2cccc(O)c2)on1)N1CCOCC1 | x | -0.1 | 8 | 2.2 | 114 | 17 | -38 | -10 | 115
O=C(Cc1cccc(C(F)(F)F)c1)Nc1cccc(S(=O)(=O)N2CCCC2)c1 | -1 | -0.1 | 6 | 5.5 | 101 | 0 | 19 | 0 | 103
CC(C)(C)c1ccc(C(=O)Nc2nnc(SCC(=O)NCC3CCCO3)s2)cc1 (configuration not stated) | -1 | 0.5 | 3 | 1.9 | 102 | 16 | 18 | -6 | 100
COC(=O)C1=CN(Cc2cccs2)C=C(C(=O)OC)C1c1ccc(OC)cc1OC | -6 | -1.5 | -4 | -1.0 | 118 | 10 | 12 | 0 | 97
CCOc1ccc(N(C)S(=O)(=O)c2ccc(C)c(C(=O)OCC(=O)c3c[nH]c4ccccc34)c2)cc1 | -4 | -0.4 | 0 | -1.1 | 116 | -7 | 48 | -9 | 108

(listing goes on)
SMILES | GalR3 antag | OXTR agonist | MEKK2 mut-MEK5 | V1aR counter | MEKK3 PB1 HTS | NALP1 yeast inh | PHOSPHO1 block | GPR7 antag | MEKK2wt PB1 HTS
CC(=O)Nc1ccc(NC(=O)CSc2nc(N)c(NC(=O)c3ccco3)c(=O)[nH]2)cc1 | 1 | 0.7 | 1 | 0.2 | 101 | -4 | -4 | -7 | 102
COc1ccc(/C=C2/N=C3CCCCCN3C2=O)cc1OC | -2 | -0.8 | 4 | -0.3 | 101 | 5 | 13 | -6 | 104
O=C(NC(Cc1ccccc1)c1nc2ccccc2[nH]1)c1ccc(Cl)c([N+](=O)[O-])c1 (configuration not stated) | -9 | 4.9 | -82 | 6.2 | 99 | 23 | 6 | -9 | 127
CC(Sc1nnnn1-c1ccc(O)cc1)c1nc2ccccc2c(=O)[nH]1 (configuration not stated) | -4 | 3.2 | 1 | 1.8 | 104 | 32 | 15 | -7 | 98
Cc1ccc(S(=O)(=O)/C=C/c2ccccc2)cc1 | -5 | -3.0 | 2 | -0.2 | 107 | 26 | -15 | -6 | 108
